Candida biofilm = kills Candida albicans biofilms; C. albicans biofilm + clotrimazole, Alamar Blue; inhibition, % at 6 µM; AID 834; 0.14% of 85,000 active;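 active = inhibition above 20%; inactive = inhibition below 20%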;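 also: preformed 24 hr biofilms exposed to compound for 48 hr; 0% = biofilm without compound and 100% = blank killed by clotrimazole plus chlorhexidine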
ERa SRC1 pot = ER-alpha (human) coactivator binding potentiation; TR-FRET ERalpha-LBD/SRC-Cy5 coactivator binding, 2 h; 100 = basal binding, no effect; coactivator binding (% of control), % at 25.6 µM; 1.3% of 86,000 active; AID 639; in the data active = activity above about 200%;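 also: binding measured in presence of low estradiol as agonist stimulus; 0% = peptide alone without receptor and 100% = receptor with peptide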
sEH activator = activators of human soluble epoxide hydrolase; P34913; purified human sEH enzymatic activity, activator screen; activation, % at 2 µM; 0.04% of 91,000 active; AID 717; in the data active = activation above about 37%; also: values of inactives mirror those of a sister screen read the other way
Target sequence (P34913 whole entry, looked up): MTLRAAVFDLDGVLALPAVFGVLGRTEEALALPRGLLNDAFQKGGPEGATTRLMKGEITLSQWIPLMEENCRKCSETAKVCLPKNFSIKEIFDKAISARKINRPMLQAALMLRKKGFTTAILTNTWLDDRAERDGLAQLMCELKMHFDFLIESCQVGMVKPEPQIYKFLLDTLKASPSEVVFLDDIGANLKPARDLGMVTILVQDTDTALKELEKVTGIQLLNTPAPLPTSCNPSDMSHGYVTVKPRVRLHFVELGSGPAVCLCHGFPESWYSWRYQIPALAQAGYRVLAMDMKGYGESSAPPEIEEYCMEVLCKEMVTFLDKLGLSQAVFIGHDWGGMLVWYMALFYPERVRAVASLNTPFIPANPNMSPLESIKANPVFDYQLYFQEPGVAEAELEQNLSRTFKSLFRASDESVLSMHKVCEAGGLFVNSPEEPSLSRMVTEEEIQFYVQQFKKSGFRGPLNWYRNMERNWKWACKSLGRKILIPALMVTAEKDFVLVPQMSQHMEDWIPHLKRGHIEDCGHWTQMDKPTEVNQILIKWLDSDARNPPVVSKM
H69AR growth 86K = blocks growth of human H69AR lung tumor cells. H69AR lung tumor viability, ATP luminescence, 72 h; stronger effect = lower value. viability, % at 10 µM. AID 598. 6% of 85,000 active;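 active = viability at or below 40%; inactive = viability above 40%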;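 also: multidrug resistant small cell line overexpressing MRP-1 efflux transporter; 100% = mean luminescence of untreated control wells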
Fibroblast inh = blocks proliferation of human lung fibroblasts. LL 47 human lung fibroblast viability, ATP luminescence; stronger effect = lower value. viability, % at 10 µM. 1.1% of 85,000 active. AID 719;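 active = viability at or below 50% in the single dose screen; inactive = viability above 50%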;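 also: compound exposure lasted 72 h before the ATP readout; 100% = median luminescence of untreated cell-only wells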
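Benchmarks: Cell-only wells, no compound | Test system: LL 47 human lung fibroblasts, passage 12 or lower | Input: 1,150 cells/well | Measured by: CellTiter-Glo luminescence measuring cellular ATP | Medium: IMEM, 15% FBS supplement | Schedule: Overnight attachment after seeding, then 72 h compound exposure at 37 °C | Doses: Compound addition at 0.1% DMSO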
ERa coact inh = blocks coactivator binding to human estrogen receptor alpha. 1.7% of 86,000 active. TR-FRET ER-alpha LBD / SRC-1 peptide, estradiol-bound. P03372. inhibition, % at 25.6 µM; in the data active = inhibition above about 50%;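 also: 0% = receptor plus peptide control and 100% = peptide only without receptor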
ERb coact inh = ER-beta (human) coactivator binding inhibition; TR-FRET ER-beta LBD / SRC1-Cy5 peptide binding; receptor agonist-loaded with 1 µM estradiol; inhibition, % at 25.6 µM; 1.3% of 86,000 active; AID 633;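 active = compounds whose percent inhibition of the receptor-coactivator binding signal exceeds about 50% in the single-dose screen, limit read from the data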;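 also: 0% = receptor plus peptide wells without compound and 100% = peptide-only wells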
HUVEC prolif 384 = human endothelial cell proliferation inhibition. HUVEC proliferation, CellTiter-Glo luminescence, 72 h; stronger effect = lower value. viability, % at 10 µM (by protocol). 1.1% of 86,000 active. AID 648;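 active = viability at or below 30%; inactive = viability above 30%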;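 also: 100% = median luminescence of DMSO-only cell control wells on each plate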
Smad3 inh = blocks human Smad3 binding to FoxH1 peptide; P84022; AID 630; 0.29% of 88,000 active; inhibition, % at 25 µM; TR-FRET Smad3/Dy647-FoxH1 peptide binding, europium anti-His;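 active = compounds that reduce the energy-transfer binding signal between the protein and its labelled peptide by more than half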;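 also: 0% = Smad3 plus labelled peptide maximal FRET and 100% = peptide-only background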
Target sequence (P84022 whole entry, looked up): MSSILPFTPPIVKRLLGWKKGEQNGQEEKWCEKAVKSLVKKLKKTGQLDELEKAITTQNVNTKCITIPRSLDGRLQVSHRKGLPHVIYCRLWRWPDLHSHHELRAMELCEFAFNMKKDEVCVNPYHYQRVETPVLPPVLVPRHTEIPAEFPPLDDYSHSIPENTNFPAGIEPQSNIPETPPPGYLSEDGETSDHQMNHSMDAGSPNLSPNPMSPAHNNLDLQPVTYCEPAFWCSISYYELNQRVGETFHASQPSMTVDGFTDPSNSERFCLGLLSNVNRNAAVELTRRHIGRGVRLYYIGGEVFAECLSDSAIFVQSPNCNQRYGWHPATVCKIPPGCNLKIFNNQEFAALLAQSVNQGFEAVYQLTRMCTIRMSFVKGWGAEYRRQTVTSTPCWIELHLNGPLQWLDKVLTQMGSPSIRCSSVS
Starred values were filed as active, the others as inactive; nt = not tested or not shown; [ ] = dose if it differs, or a comment.

SMILES	Candida biofilm	ERa SRC1 pot	sEH activator	H69AR growth 86K	Fibroblast inh	ERa coact inh	ERb coact inh	HUVEC prolif 384	Smad3 inh
O=C(CN1N=C(C(F)(F)F)CC1(O)c1ccc([N+](=O)[O-])cc1)c1ccccc1 (stereo not drawn)	10	77	13	96	106	9	2	97	8
COc1ccc(CNC(=O)CN(CC2CCCO2)C(=O)CNS(=O)(=O)c2ccccc2)cc1 (stereo not drawn)	7	109	7	93	103	-2	-11	101	5
COc1ccccc1CC(=O)N1CCN(c2ccccn2)CC1	-1	106	-3	105	108	-12	14	107	-13
O=C(Nc1ccc(F)c(F)c1)c1ccc2c(c1)OCO2	6	96	-18	96	104	1	-4	107	4
COC(=O)CSc1nnc(CNc2nc(-c3ccccc3)cs2)n1C	3	100[fluorescence artefact?]	-1	99	103	-4	-8	97	7
COc1ccc(C(c2c[nH]c3ccccc23)c2c[nH]c3ccccc23)cc1O	3	68[fluorescence artefact?]	11	7.2*	82	11	3	37	-4
COc1ccccc1C(=O)NCCn1cc(SCC(=O)Nc2nnc(C)s2)c2ccccc21	3	114[fluorescence artefact?]	-6	46	97	4[fluorescence artefact?]	1[fluorescence artefact?]	70	1
COc1ccc(CCN2C(=O)C3C4C=CC(C4)C3C2=O)cc1OC (stereo not drawn)	-3	94	6	85	97	-8	0	99	5
COCCNC(=O)c1c[nH]n2c(=O)cc(C3CCN(C(=O)OC(C)(C)C)CC3)nc12	12	97	-2	85	85	9[fluorescence artefact?]	-2[fluorescence artefact?]	96	3
Cc1ccc(-c2nn(C)c(=O)c3ccccc23)cc1S(=O)(=O)N1CCOCC1	8	90	-3	65	93	0	4	86	5
O=C(Nc1ccc(Br)cc1)N1CCCCCCC1	-5	117	-56	104	104	2	-2[fluorescence artefact?]	104	1
c1csc(CSc2nc3ccccc3s2)c1	8	72[fluorescence artefact?]	nt	92	97	-5	-5	89	-2
O=C(CN(Cc1ccco1)C(=O)CCC(=O)Nc1ccccn1)NCCc1ccccc1	-2	109	nt	105	nt	-2	-3	94	-7
O=C(Nc1cc(Cl)ccn1)C1CCN(S(=O)(=O)c2cccs2)CC1	2	113	-14	94	95	-6	-14[fluorescence artefact?]	96	0
CCn1c(SCC(=O)Nc2ccccc2F)nc2c(c1=O)SC(C)C2 (stereo not drawn)	5	113	-15	88	96	7	4	88	8
Cc1cc(N2C(=O)C(=O)/C(=C(/O)c3ccccc3)C2c2cccc(Br)c2)no1 (stereo not drawn)	7	123	nt	101	101	-14	-3	94	-6
COc1ccc(C2C(C(=O)Nc3cccc(C)n3)CCC(=O)N2c2ccc(OC)cc2)cc1 (stereo not drawn)	5	112	-20	95	66	6[fluorescence artefact?]	3	94	3
CCc1c(O)nc(SCC(=O)Nc2ccccc2)n(-c2ccccc2)c1=O	-1	127	nt	105	99	2	8[fluorescence artefact?]	89	2
COc1cccc(CN2CCNC(=O)C2CC(=O)O)c1OC (stereo not drawn)	11	116	nt	90	92	-4	1[fluorescence artefact?]	95	-6
O=C(Cc1n[nH]c(=O)c2ccccc12)OCC(=O)c1ccc2c(c1)OCCO2	5	139	-6	24*	65	-3	2	44	-4
Cc1ccc(N2C(=O)CC(N3CCN(C)CC3)C2=O)cc1 (stereo not drawn)	5	94[fluorescence artefact?]	12	88	98	-1	5	92	5
CCN1CCN(CC(=O)Nc2cccc(C)c2C)C(=O)C1=O	1	110[fluorescence artefact?]	9	96	93	-6	-14	106	0
COc1cccc(C2C(C#N)=C(N)Oc3cc(C)n(Cc4ccccn4)c(=O)c32)c1OC (stereo not drawn)	1	104	9	89	104	-4	-4[fluorescence artefact?]	101	1
CCc1cc2c(=O)n(C(C)C(=O)OC3CCCCC3)cnc2s1 (stereo not drawn)	6	106	-2	100	92	-2	-4	83	5
CC(C)n1c(N2CCN(C(=O)N3CCCCC3)CC2)nc2ccccc21	5	83[fluorescence artefact?]	8	93	99	-12	-9	97	5
CC(C)c1[nH]nc2c1C(c1cccnc1)C(C#N)=C(N)O2 (stereo not drawn)	8	117	7	98	97	-9	-7	101	0
CN(C)c1cccc(C(=O)Nc2cccc(F)c2)c1	3	60[fluorescence artefact?]	-2	83	100	-15	-18	85	0
O=C(CSc1nc2ccccc2[nH]1)NCCCn1ccnc1	-1	94	nt	100	92	2	-1	98	0
COc1ccc(-c2nnn(CC(=O)OC3CCCCC3)n2)cc1OC	5	83	-12	90	105	31	24	82	-10
O=C(Nc1cccc(Cl)c1)N1CCN(Cc2ccccc2)CC1	0	116	-8	103	94	43	-5	103	-5
c1cncc(-c2nc3cc(Cc4ccc5oc(-c6cccnc6)nc5c4)ccc3o2)c1	5	207*[fluorescence artefact?]	nt	99	115	-34[fluorescence artefact?]	11[fluorescence artefact?]	104	10
CCC1Oc2ccccc2N(CC(=O)NCCc2ccc(OC)c(OC)c2)C1=O (stereo not drawn)	-3	114[fluorescence artefact?]	-26	99	131	0	-5	91	4
Cc1ccc(C(=O)c2coc3ccc(O)c(Cl)c23)cc1	2	55	1	89	107	6	-1	70	-3
CC1CN(C(=O)COc2ncnc3ccccc23)CC(C)O1 (stereo not drawn)	7	99	29	103	100	4	-16	100	5
COc1cc(-c2nnc3sc(-c4ccncc4)nn23)cc(OC)c1OC	-2	132	nt	61	99	-3	-2	74	7
Cc1nccn1CC(O)COC1CCCCC1 (stereo not drawn)	5	120	-2	98	104	2	-5[fluorescence artefact?]	104	7[fluorescence artefact?]
CC(=O)c1cc2c(cc1NS(=O)(=O)c1ccc3c(c1)OCCO3)OCO2	7	107	1	65	89	-3	-5	97	1
COc1cc(OC)cc(C(=O)NCc2cccnc2)c1	5	102	16	93	109	-6	-5	105	-3
N#C/C(=C(\O)Cc1ccccc1)c1nc2ccccc2[nH]1	8	409*[fluorescence artefact?]	0	15*	95	11[fluorescence artefact?]	21[fluorescence artefact?]	72	-2
Cc1ccc(S(=O)(=O)NCc2ccncc2)cc1	7	132	-8	106	99	-5	-1	104	8

Exported with values under each structure: two of the compounds above.
Below each SMILES – Candida biofilm, ERa SRC1 pot, sEH activator, H69AR growth 86K, Fibroblast inh, ERa coact inh, ERb coact inh, HUVEC prolif 384, Smad3 inh
c1cncc(-c2nc3cc(Cc4ccc5oc(-c6cccnc6)nc5c4)ccc3o2)c1
 : 5, 207*[fluorescence artefact?], nt, 99, 115, -34[fluorescence artefact?], 11[fluorescence artefact?], 104, 10
CCC1Oc2ccccc2N(CC(=O)NCCc2ccc(OC)c(OC)c2)C1=O (stereo not drawn)
 : -3, 114[fluorescence artefact?], -26, 99, 131, 0, -5, 91, 4

Some entries already given, limited to H69AR growth 86K and Smad3 inh:
mol	H69AR growth 86K	Smad3 inh
Cc1nccn1CC(O)COC1CCCCC1 (stereo not drawn)	98	7[fluorescence artefact?]
CC(=O)c1cc2c(cc1NS(=O)(=O)c1ccc3c(c1)OCCO3)OCO2	65	1
COc1cc(OC)cc(C(=O)NCc2cccnc2)c1	93	-3
N#C/C(=C(\O)Cc1ccccc1)c1nc2ccccc2[nH]1	15*	-2
Cc1ccc(S(=O)(=O)NCc2ccncc2)cc1	106	8

Next section.
SMILES	Candida biofilm	ERa SRC1 pot	sEH activator	H69AR growth 86K	Fibroblast inh	ERa coact inh	ERb coact inh	HUVEC prolif 384	Smad3 inh
CC(C)n1c(-c2ccco2)csc1=Nc1cccnc1	1	87	17	66	102	2	1	80	6
COc1cccc2cc(C(=O)N(Cc3ccccc3)CC3CCCO3)c(=O)oc12 (stereo not drawn)	8	95	18	98	96	3	7	108	0
CCCC(C)C(=O)Nc1ccc(NC(C)=O)cc1 (stereo not drawn)	1	90	-4	103	104	1	4	99	4
CCCCCCCCCC(=O)OCC(O)CO (stereo not drawn)	6	120	nt	104	97	-1	0	113	3
CCn1c(N)c(C(=O)NC2CCCCC2)sc1=S	7	127	-13	94	101	-12	-6	62	7
CCCNC(=S)N1CCC(NC(=O)C2CCCCC2)CC1	7	146	0	98	97	4	-5	102	10
Oc1ccccc1/C=N/Nc1nccnc1Cl	9	84	-4	43	32*	-5	-19	59	9
COc1cc(Cl)c(C)cc1NC(=O)CCCN1C(=O)CCC1=O	3	107	5	86	88	9[fluorescence artefact?]	-1[fluorescence artefact?]	80	2
COc1ccc(C2NCCn3cccc32)cc1 (stereo not drawn)	3	116	-5	97	100	2	-3	96	5
Cn1c(N)c(C#N)c(C#N)c1-c1ccccc1	-1	108	-4	83	103	2[fluorescence artefact?]	-3[fluorescence artefact?]	81	5
Cc1c(N2C(=O)C(C)SC23C(=O)Nc2ccccc23)c(=O)n(-c2ccccc2)n1C (stereo not drawn)	-1	127	-11	nt	92	2	3	100	-7
Oc1ccc(-c2nc(-c3ccc(O)c(O)c3)cs2)cc1	2	19[fluorescence artefact?]	nt	12*	46*	68*[fluorescence artefact?]	82*	34	18
O=S(=O)(NCc1cccnc1)c1ccc2c(c1)OCCO2	4	107	-3	94	98	-6	-8	98	-7
CCS(=O)(=O)N1CCN(C(=O)CC(C)C)CC1	1	119	17	103	99	13	-2	99	-5
CN1CCN(CCCNC(=O)c2nnc(Cc3c(F)cccc3Cl)o2)CC1	2	108	8	100	100	-4	4	85	12
CC(=O)N(C(C)=O)c1ccc2nc(C)[nH]c(=O)c2c1	6	577*[fluorescence artefact?]	6	77	101	6	-1	92	-2
COc1cccc(OC)c1C(=O)Nc1ccc(CN2CCCCC2)cc1	0	120	0	96	101	-3	-17	97	5
COc1cccc(NS(=O)(=O)c2cc(C)sc2C)c1	7	91	-4	103	98	-6	1	105	1
NC1=CC(=O)c2cccc3cccc1c23	-2	59[fluorescence artefact?]	2	58	84	86*[fluorescence artefact?]	76*[fluorescence artefact?]	69	16
Cc1ccc(C(c2nnnn2C2CCCC2)N2CCN3CCCC3C2)cc1 (stereo not drawn)	4	96	14	91	91	-6	0	90	-1
CCC(c1nnnn1Cc1ccc(F)cc1)N(CCCO)Cc1cc2cc3c(cc2[nH]c1=O)OCO3 (stereo not drawn)	nt	129	18	70	95	4	-5	89	3
Cc1nnc(SCc2cc(=O)[nH]c(N3CCN(Cc4ccccc4)CC3)n2)s1	10	104	-8	87	101	-2	2	99	13
CCc1nnc(NC(=O)CSc2nnc(COc3ccc(C#N)cc3)n2-c2ccccc2)s1	-1	101	16	99	104	11[fluorescence artefact?]	1[fluorescence artefact?]	95	9
c1ccc2c(c1)CCCN2Cc1nnnn1CC1CCCO1 (stereo not drawn)	9	129	-16	96	99	0	-2[fluorescence artefact?]	101	-7
CC(C)Oc1ccc(C2CC(=O)N(c3cccc(C(=O)O)c3)C2=O)cc1 (stereo not drawn)	9	103	-11	97	104	-3	2	107	-1
CN(C)c1ccc(NC(=O)CC2NCCNC2=O)cc1 (stereo not drawn)	5	111	14	95	97	-7	-2	90	10
Cc1ccc(S(=O)(=O)N2CN(Cc3ccco3)c3nc4ccccc4nc32)cc1C	3	89	-3	80	97	-3	2	105	-7
Cc1ccc(CNC(=O)CCSCCC(=O)NCc2ccc(C)cc2)cc1	2	112	-75	101	100	7[fluorescence artefact?]	0[fluorescence artefact?]	92	7
C=CCn1c(SCC(=O)N2CCOCC2)nc2scc(-c3ccco3)c2c1=O	7	77[fluorescence artefact?]	nt	64	91	11	15	85	11
Cc1ccc(-c2nn3c(C)nnc3c3ccccc23)cc1S(=O)(=O)NC(C)c1ccccc1 (stereo not drawn)	2	100	11	40	76	5	-5	77	14
COCCn1c(=O)[nH]c2cc(C(=O)N3CCN(c4ccccc4OC)CC3)ccc2c1=O	8	112	0	79	92	3	0[fluorescence artefact?]	85	9
Cc1nc2c(n1O)CCC/C2=N\O	7	126	-11	96	101	-13	6	101	-10

Not all compounds are listed; count on the stated rates, not on these rows.
